# PAFAH1B3 inh – inhibitors of human PAFAH1B3; Q15102; recombinant PAFAH1B3, FP-rhodamine probe, fluorescence polarization; inhibition, % at 3.39 µM; 340,000 compounds, 0.28% hits; AID 492972;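 active = inhibition above the screen-wide average of all tested compounds plus 3 SD, cut at about 25% in these data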;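 also: 0% = enzyme with DMSO only and 100% = wells lacking PAFAH1B3 protein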
# Target sequence (Q15102 whole entry, looked up): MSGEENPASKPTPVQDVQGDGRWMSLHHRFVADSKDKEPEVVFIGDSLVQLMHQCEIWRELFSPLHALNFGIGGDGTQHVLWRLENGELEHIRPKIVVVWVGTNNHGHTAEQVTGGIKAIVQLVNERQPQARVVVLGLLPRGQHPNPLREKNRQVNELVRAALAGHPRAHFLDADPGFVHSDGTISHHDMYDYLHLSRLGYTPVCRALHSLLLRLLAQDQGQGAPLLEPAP
# EBNA-1 inh – blocks EBNA-1 binding to DNA | EBNA-1 DNA binding, fluorescence polarization | 300,000 compounds, 0.34% hits | AID 1950 | inhibition, % at 14.8 µM; in the data active = inhibition above about 28%
# ZTA counter – ZTA (EBV) inhibition in EBNA-1 counter-screen | P03206 | ZTA-DNA binding, fluorescence polarization | inhibition, % at 11 µM | 320,000 compounds, 0.15% hits; in the data active = inhibition above about 33%
# PAFAH1B2 inh – inhibitors of human PAFAH1B2; 340,000 compounds, 1.2% hits; P68402; recombinant PAFAH1B2, FP-rhodamine activity probe, fluorescence polarization; inhibition, % at 3.39 µM;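 active = inhibition above the mean of all tested compounds plus 3 SD, cut at about 24% in these data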;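 also: 0% = enzyme with DMSO and 100% = wells lacking PAFAH1B2; many of its hits are not listed in these tables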
# Target sequence (P68402 whole entry, looked up): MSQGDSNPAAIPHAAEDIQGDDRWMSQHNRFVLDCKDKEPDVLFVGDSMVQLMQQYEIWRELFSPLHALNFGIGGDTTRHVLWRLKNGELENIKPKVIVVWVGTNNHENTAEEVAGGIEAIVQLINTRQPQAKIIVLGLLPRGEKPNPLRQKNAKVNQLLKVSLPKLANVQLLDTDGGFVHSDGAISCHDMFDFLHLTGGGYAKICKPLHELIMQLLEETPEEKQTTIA
# pPAFAH FP inh – pPAFAH (human) enzyme inhibition | Q13093 | recombinant pPAFAH, FP-rhodamine probe fluorescence polarization | inhibition, % at 3.39 µM | 330,000 compounds, 1.5% hits;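 active = inhibition above the mean inhibition across the screen plus 3 SD, cut at about 25% in these data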;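 also: inhibitors block binding of the rhodamine activity-based probe so polarization drops; 0% = enzyme with DMSO and 100% = wells lacking pPAFAH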
# Target sequence (Q13093 whole entry, looked up): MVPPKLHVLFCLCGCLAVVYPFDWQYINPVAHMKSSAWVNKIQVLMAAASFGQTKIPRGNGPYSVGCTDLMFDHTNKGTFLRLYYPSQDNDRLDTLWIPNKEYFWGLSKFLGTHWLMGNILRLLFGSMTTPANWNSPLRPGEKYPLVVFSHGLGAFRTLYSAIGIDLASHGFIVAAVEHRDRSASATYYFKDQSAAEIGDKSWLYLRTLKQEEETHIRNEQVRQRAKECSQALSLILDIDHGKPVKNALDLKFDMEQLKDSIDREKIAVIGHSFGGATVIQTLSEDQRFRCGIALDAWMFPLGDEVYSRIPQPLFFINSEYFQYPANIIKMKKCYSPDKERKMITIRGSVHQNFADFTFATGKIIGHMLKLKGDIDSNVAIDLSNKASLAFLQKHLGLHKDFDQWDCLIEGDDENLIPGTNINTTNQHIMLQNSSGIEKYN
# PAFAH2 FP inh – PAFAH2 (human) inhibition. Q99487. recombinant PAFAH2, FP-rhodamine activity probe, fluorescence polarization. inhibition, % at 3.39 µM. 340,000 compounds, 0.99% hits. AID 492956;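 active = inhibition above the mean over all tested compounds plus 3 SD, cut at about 30% in these data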;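 also: inhibitors block probe labeling of enzyme so polarization drops; 0% = enzyme with DMSO and 100% = wells lacking PAFAH2 protein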
# LYPLA2 inh – LYPLA2 (human) inhibition in PME1 counter-screen; recombinant LYPLA2, FP-Rh probe fluorescence polarization; inhibition, % at 5.9 µM; AID 2177; 320,000 compounds, 0.38% hits;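 active = inhibition above the screen-wide mean plus 3 SD, limit set per campaign, cut at about 26% in these data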;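 also: 0% = LYPLA2 with DMSO and 100% = wells lacking LYPLA2 enzyme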
# LYPLA1 counter – counter-screen for PME1 inhibitors: inhibitors of human LYPLA1 | O75608 | recombinant LYPLA1, FP-Rh probe fluorescence polarization | inhibition, % at 5.9 µM | 320,000 compounds, 0.16% hits;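 active = inhibition above the mean of all tested compounds plus 3 SD, set per campaign, cut at about 14% in these data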;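 also: inhibitors block serine hydrolase probe labeling of LYPLA1 so polarization falls; 0% = enzyme with DMSO and 100% = wells lacking LYPLA1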
# PREPL inh – inhibits the human prolyl oligopeptidase-like enzyme | Q4J6C6 | recombinant PREPL, fluorescence polarization activity-based probe | inhibition, % at 5.96 µM | 320,000 compounds, 0.68% hits; in the data active = inhibition above about 43%;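 also: 0% = enzyme with DMSO and 100% = wells lacking enzyme; many of its hits are not listed in these tables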
# * = called active by the depositor; . = not tested or not shown.
SMILES,PAFAH1B3 inh,EBNA-1 inh,ZTA counter,PAFAH1B2 inh,pPAFAH FP inh,PAFAH2 FP inh,LYPLA2 inh,LYPLA1 counter,PREPL inh
O=C(COC(=O)c1cnccn1)Nc1cccc(F)c1,0,.,.,-3,2,-2,.,.,16
O=S(=O)(c1cc(Cl)ccc1Br)N1CCCCC1,11,-1,1,3,0,-1,2,2,15
CCOC(=O)Cc1nnc(Nc2cc(C)ccc2C)c2ccccc12,-2,0,6,-1,0,0,7,-2,2
COc1ccccc1-n1c([S-])c(C(=O)Nc2ccccc2C(F)(F)F)[n+]2ccc(C(=O)NCCO)cc12,-4,9,-9,5,2,4,3,2,0
CC1CCc2c(sc3ncnc(N4CCOCC4)c23)C1 (stereo not given),1,6,-4,4,11,2,12,6,21
CCC(C(=O)Nc1c(C)cc(C)cc1C)N1CCCCCC1 (stereo not given),8,3,5,5,2,3,-4,-2,4
CCOC(=O)c1cccc(NC(=O)/C=C/c2cccc([N+](=O)[O-])c2)c1,0,8,6,1,2,-9,3,1,21
CN(C)S(=O)(=O)c1cccc(NC(=O)COC(=O)CCC(=O)c2ccc(F)cc2)c1,-3,-2,0,0,10,-5,5,-1,0
CC(C)(OC(=O)NC(=O)C(F)(F)F)C(C)(C)OC(=O)NC(=O)C(F)(F)F,5,3,-11,-5,-4,-3,-1,-2,-5
CCOC(=O)N1CCC(NC(=O)C2CCC(Cn3c(=O)[nH]c4ccccc4c3=O)CC2)CC1 (stereo not given),12,5,-8,2,-2,6,-4,0,-2
O=C(CCC(=O)Nc1ccccc1)NNC(=O)CCc1ccccc1,5,2,4,4,10,1,-2,0,-2
COc1ccc(C(=O)Nc2cccc(/C(C)=N/NC(=O)c3ccc([N+](=O)[O-])c(C)c3)c2)cc1OC,-2,2,12,2,-7,-12,-3,-4,-1
Cc1ccc2c(c1)N(CC(=O)NCCCN1C(C)CCCC1C)C(=O)c1cccnc1O2 (stereo not given),10,-3,-4,9,7,-10,4,6,-2
O=C(NCC(c1ccco1)N1CCN(c2ccccc2F)CC1)C1CCCCC1 (stereo not given),1,0,-1,3,8,1,1,-1,-26
Cn1cc([N+](=O)[O-])c(C(=O)N/N=C/c2ccc([N+](=O)[O-])cc2)n1,3,-1,-2,-1,3,8,13,1,3
O=C(O)c1ccc2c(c1)nnn2C1CCCCC1,1,8,-16,3,1,-6,2,3,22
C[C@H](CO)N1C[C@H](C)[C@@H](CN(C)C(=O)Nc2ccc(C(F)(F)F)cc2)Oc2ccc(NC(=O)NC3CCCCC3)cc2C1=O,0,.,.,6,2,-1,.,.,22
Cc1ncc([N+](=O)[O-])n1Cc1cccc2ccccc12,8,6,4,4,10,3,3,1,35
Cc1cc(NC(=O)c2cccc(Br)c2)no1,1,0,4,4,5,-6,2,2,-1
CC(NC1CCCCC1)C(=O)NN=C(c1ccccc1)c1ccccc1 (stereo not given),4,6,10,7,6,-5,-5,-6,10
COc1ccc(C2NC(=O)CS2)cc1 (stereo not given),3,-5,-19,1,-5,11,-8,2,6
CN1CCN(c2nc(Nc3cccc(C(F)(F)F)c3)nc(N3CCOCC3)n2)CC1,5,-13,-11,3,14,0,-2,0,6
CCN(C(=O)c1ccc(S(=O)(=O)N2CCC(C)CC2)cc1)C1CCS(=O)(=O)C1 (stereo not given),9,-5,6,6,0,3,-2,3,2
CCCc1cc(=O)oc2c(C)c(OC(C)C(=O)NCCN3CCOCC3)ccc12 (stereo not given),2,3,-18,-2,8,-2,3,4,-1
C=CCOC(=O)C1=C(C)N(C)C(=O)NC1c1cc2c(cc1Br)OCO2 (stereo not given),6,-5,-1,8,-3,2,0,0,-1
Cc1ccc(N2C(=O)CN(Cc3cccs3)C2=S)cc1C,9,-3,-11,6,4,-4,-7,0,-2
O=C(CN(Cc1ccc(F)cc1)C(=O)CNS(=O)(=O)c1ccc(Cl)cc1)NCC1CCCO1 (stereo not given),6,0,-4,4,4,7,2,-2,-1
Cc1ccc(S(=O)(=O)/C(C#N)=C/c2ccccc2OCc2ccccc2)cc1,-1,0,-11,-2,8,-3,0,-2,14
O=C(COC(=O)c1ccc([N+](=O)[O-])o1)Nc1cccc(S(=O)(=O)N2CCOCC2)c1,11,-6,3,5,2,4,0,0,-7
CC(C)Sc1nc2c(c(=O)n(C)c(=O)n2C)n1C,9,-7,-10,3,1,2,2,2,2
CCOc1cc(NCc2ccccc2)c2ncn(C(C)C)c2c1,1,.,.,12,22,13,.,.,41
CCOC(=O)c1cc(-c2ccccc2)sc1NC(=O)C(C)OC(=O)c1cccnc1Cl (stereo not given),0,12,9,5,4,-8,4,-4,3
Cc1nnc(C)n1/N=C/c1cc(Br)ccc1O,7,-13,0,3,-1,5,-5,-3,5
COc1cccc(OCc2cc(C(=O)NCc3ccccn3)no2)c1,7,4,13,0,5,3,2,-2,-1
Cc1onc(-c2ccccc2Cl)c1C(=O)O/N=C(\N)c1ccc([N+](=O)[O-])o1,7,1,17,-2,7,0,1,2,5
COCCn1c(=O)sc2ccccc2c1=O,5,-16,0,1,-3,6,1,1,12
O=C(COc1ccc(/C=N/NS(=O)(=O)c2ccccc2)cc1)Nc1ccccc1,11,7,6,-2,4,-1,1,2,-3
CCCCOc1ccc(CC2CCC(=O)NC2=O)cc1 (stereo not given),5,-5,15,4,-4,10,-4,-1,-7
CC(C)c1ccc(C2C3=C(COC3=O)Nc3cc4c(cc32)OCO4)cc1 (stereo not given),4,3,-9,-2,-1,3,5,-1,4
Cc1cc(C)c(S(=O)(=O)c2c(C)cccc2C)c(Cl)n1,-4,-3,10,3,-6,6,-1,0,15
Cn1nnnc1SCc1ccc(C(=O)Nc2nccs2)cc1,-1,-14,-13,5,-9,2,1,-3,4
COc1cc(OC)cc(C(=O)NC(=S)NNC(=O)[C@H]2C[C@@H]2c2ccccc2)c1,6,8,-5,11,-7,-2,2,0,-2
COc1ccc(-n2nc([N+](=O)[O-])c(=NCc3ccc4c(c3)OCO4)n2O)cc1,9,-4,5,1,-3,12,-1,0,4
COc1ccc(-c2cc(C(=O)NCCCN3CCCC3=O)c3ccccc3n2)cc1OC,-8,.,4,0,-1,2,1,-2,4
CCC(C(=O)Nc1ccncc1)c1ccccc1 (stereo not given),6,-4,5,11,-4,0,-3,3,-9
Cc1ccc(OCCN2CCN(C(=O)CCC(=O)Nc3nnc(CC(C)C)s3)CC2)cc1,-2,-2,3,2,-10,3,6,0,1
NS(=O)(=O)c1cccc(NC(=O)CSc2nnc(-c3ccncc3)n2C2CC2)c1,-4,.,.,2,2,-15,.,.,2
On1cnnc1-c1ccccc1,15,2,-3,4,3,-3,-3,-2,-8

# 3 compounds drawn at random from the list so far:
SMILES,PAFAH1B3 inh,EBNA-1 inh,ZTA counter,PAFAH1B2 inh,pPAFAH FP inh,PAFAH2 FP inh,LYPLA2 inh,LYPLA1 counter,PREPL inh
Cn1cc([N+](=O)[O-])c(C(=O)N/N=C/c2ccc([N+](=O)[O-])cc2)n1,3,-1,-2,-1,3,8,13,1,3
O=C(COc1ccc(/C=N/NS(=O)(=O)c2ccccc2)cc1)Nc1ccccc1,11,7,6,-2,4,-1,1,2,-3
CCOC(=O)c1cccc(NC(=O)/C=C/c2cccc([N+](=O)[O-])c2)c1,0,8,6,1,2,-9,3,1,21

# Next part
SMILES,PAFAH1B3 inh,EBNA-1 inh,ZTA counter,PAFAH1B2 inh,pPAFAH FP inh,PAFAH2 FP inh,LYPLA2 inh,LYPLA1 counter,PREPL inh
COCCN(C(=O)CSc1nnc(-c2ccc(C)c(C)c2)o1)c1c(N)n(CC(C)C)c(=O)[nH]c1=O,2,2,3,8,0,3,-4,-1,0
CCN(CC)C(=O)CSc1ncccc1-c1nc2ccccc2[nH]1,1,7,9,3,-1,5,7,0,-3
O=C(/C=C/c1ccc(Br)cc1)Nc1ccc(S(=O)(=O)Nc2ncccn2)cc1,4,5,19,1,-3,-6,-8,-8,-6
Cc1nc(-c2ccccc2)sc1-c1ccnn1C,5,4,11,3,0,0,0,-1,1
O=C(NCc1ccco1)c1ccccc1Nc1ccc(F)cc1,3,10,-6,6,5,-1,4,1,2
COc1ccc(C2(CNC(=O)c3ccc(OC)c([N+](=O)[O-])c3)CCCCC2)cc1OC,11,-4,11,-4,2,3,3,0,13
COc1ccc(S(=O)(=O)Nc2ccccc2OC)cc1N=Nc1c(O)[nH]c(=S)[nH]c1=O,6,.,.,7,26*,15,.,.,19
C=CCn1c(SCC(=O)c2cc(C)n(CCOC)c2C)nc2sc(C)c(C)c2c1=O,13,6,-7,0,2,-3,-1,1,3
CCOC(=O)C1Oc2ccccc2C(c2ccc(F)cc2)=C1C(=O)OC (stereo not given),5,.,.,17,8,-4,.,.,.
CC(=O)Nc1ccc2c(c1)nc1n2CCSC1,2,8,0,0,0,-2,5,6,14
CCOC(=O)COc1cc2oc(=O)cc(C)c2cc1[N+](=O)[O-],4,0,15,1,9,2,0,-2,16
CCc1cccc(C)c1NC(=O)C1C2CCC(O2)C1C(=O)O (stereo not given),1,-8,1,3,-10,2,-5,-1,6
COc1ccccc1NC(=O)C1C2CCCCC21 (stereo not given),13,-4,-21,1,4,0,8,4,-6
CCCSC1=C(C#N)C2(CCCCC2)C(C#N)=C(N)N1,7,-6,-12,9,5,4,6,4,-3
Cc1cccc(NC(=O)C2CCN(C(=O)c3ccc(F)cc3)CC2)n1,-3,-2,4,-1,-3,2,-2,1,0
O=S1(=O)CC2SC(=S)N(c3ccccc3)C2C1 (stereo not given),.,3,-6,.,3,.,-1,1,-4
Cc1nc(NS(=O)(=O)c2ccccc2)sc1NC(=O)Nc1ccc(Cl)cc1,8,-4,10,4,34*,5,7,-8,9
Cc1cccc(C)c1NC(=O)NN1C(C)CCCC1C (stereo not given),14,8,-19,2,-1,3,-1,1,11
CCCN1C(=O)c2cc(C(=O)NC3CCCC3)ccc2C1O (stereo not given),7,-4,2,4,9,-10,2,1,-5
Cc1cc(C)c(C(=O)COC(=O)Cn2c(C)csc2=O)cc1C,4,-11,-23,-2,2,1,4,-3,3
Cc1c(Cl)c([N+](=O)[O-])nn1CC(=O)N1CCN(Cc2ccccc2)CC1,12,-12,1,6,-8,11,-6,0,17
COCCNC(=S)N(CCO)Cc1cc2cc3c(cc2[nH]c1=O)OCCO3,6,1,-9,-9,5,4,0,-2,4
O=S(=O)(c1cccc(C(F)(F)F)c1)N1CCN(C(=S)NCc2ccco2)CC1,0,7,-7,8,10,2,5,-3,4
O=S(=O)(c1ccccc1)c1nc(-c2ccccc2)oc1N1CCCC1,0,-4,-2,5,3,8,4,5,-11

# Records listed so far marked active in pPAFAH FP inh:
mol	PAFAH1B3 inh	EBNA-1 inh	PAFAH1B2 inh	pPAFAH FP inh	PAFAH2 FP inh	PREPL inh
COc1ccc(S(=O)(=O)Nc2ccccc2OC)cc1N=Nc1c(O)[nH]c(=S)[nH]c1=O	6	.	7	26*	15	19
Cc1nc(NS(=O)(=O)c2ccccc2)sc1NC(=O)Nc1ccc(Cl)cc1	8	-4	4	34*	5	9

# Other entries follow.
SMILES,PAFAH1B3 inh,EBNA-1 inh,ZTA counter,PAFAH1B2 inh,pPAFAH FP inh,PAFAH2 FP inh,LYPLA2 inh,LYPLA1 counter,PREPL inh
Cc1ccc2nc(N3CCN(C(=O)CCC(=O)O)CC3)nc(-c3ccccc3)c2c1,3,-7,-4,2,5,-7,-3,-5,8
CCOc1ccc(NC(=O)N2CCN(CC)CC2)cc1,6,-4,-1,-1,6,3,-2,0,7
CCCC[C@@H]1CNCCN1CCc1cccc(F)c1,10,-5,-27,2,2,-1,-6,1,22
CN(C)c1ccc(N=c2sc3ccccc3n2C)cc1,0,-11,-10,-1,8,13,12,-1,38
COC(=O)c1cc(-c2ccc(Br)cc2)c2c(=O)n(C)c(=O)n(C)c2n1,8,6,1,1,5,0,-4,-4,-3
Cc1cc(C)c[n+](CC(=O)c2ccc(-c3ccccc3)cc2)c1,5,2,-18,1,3,2,7,7,33

# Screening results: PubChem BioAssay, The Scripps Research Institute Molecular Screening Center

# The list is partial; the hit share may differ from the screen's.
